IDE exosite FP = displaces the probe from the exo-site of human IDE; z-score at 20 µM; P14735; 17,000 compounds, 6.3% hits; AID 1259349; purified IDE, FL-6b probe fluorescence polarization; stronger effect = lower value;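 active means z-score of -3 or lower, meaning strong loss of probe binding signal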;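 further: His-tagged human IDE residues 42-1019 made in E. coli with 30 nM FL-6b probe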
Target sequence (P14735 42-1019 limits assumed): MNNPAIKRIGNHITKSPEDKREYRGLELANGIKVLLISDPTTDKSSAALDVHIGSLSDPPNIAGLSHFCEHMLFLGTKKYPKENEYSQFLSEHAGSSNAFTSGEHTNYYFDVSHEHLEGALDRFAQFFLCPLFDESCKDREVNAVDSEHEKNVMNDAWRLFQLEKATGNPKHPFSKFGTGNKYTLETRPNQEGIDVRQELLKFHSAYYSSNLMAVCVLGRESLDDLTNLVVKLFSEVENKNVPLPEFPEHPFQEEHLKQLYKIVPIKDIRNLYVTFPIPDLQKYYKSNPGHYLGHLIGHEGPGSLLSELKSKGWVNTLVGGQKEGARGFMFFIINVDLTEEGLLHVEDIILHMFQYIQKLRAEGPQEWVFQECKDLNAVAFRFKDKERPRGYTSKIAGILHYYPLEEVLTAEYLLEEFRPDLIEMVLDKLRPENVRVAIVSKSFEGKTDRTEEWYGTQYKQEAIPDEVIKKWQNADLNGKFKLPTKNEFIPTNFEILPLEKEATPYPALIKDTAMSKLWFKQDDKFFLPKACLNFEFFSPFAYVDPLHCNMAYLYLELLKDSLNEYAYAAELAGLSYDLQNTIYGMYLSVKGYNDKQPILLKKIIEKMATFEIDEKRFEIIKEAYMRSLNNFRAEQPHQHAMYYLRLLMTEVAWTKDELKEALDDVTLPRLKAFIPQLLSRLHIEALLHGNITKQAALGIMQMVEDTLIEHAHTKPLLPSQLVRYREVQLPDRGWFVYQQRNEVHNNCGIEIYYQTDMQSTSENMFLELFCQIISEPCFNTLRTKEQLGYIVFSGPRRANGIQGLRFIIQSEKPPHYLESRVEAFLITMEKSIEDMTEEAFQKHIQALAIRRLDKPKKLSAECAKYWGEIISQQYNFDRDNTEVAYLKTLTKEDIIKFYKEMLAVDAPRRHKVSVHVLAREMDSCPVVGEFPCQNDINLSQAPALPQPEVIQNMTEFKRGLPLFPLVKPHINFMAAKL
* = called active by the depositor.

SMILES	IDE exosite FP
C[C@@H]1CCCCO[C@H](CN(C)Cc2ccc(C(=O)O)cc2)[C@@H](C)CN([C@H](C)CO)C(=O)c2cc(N(C)C)ccc2O1	-0.24
OC[C@@H]1[C@H](c2ccc(C#Cc3ccccc3F)cc2)[C@H]2CN(CC3CCOCC3)CCCCN12	-2.3
COc1cccc(-c2ccc([C@H]3[C@H]4CN(S(=O)(=O)c5cccs5)CCCCN4[C@H]3CO)cc2)c1	0.23
N#C[C@@H]1[C@@H](c2ccccc2-c2ccccc2F)[C@H](CO)N1C(=O)c1cccc(F)c1	-0.079
Cc1ccccc1-c1ccc([C@@H]2[C@H]3CN(C(=O)c4cccnc4)CC(=O)N3[C@H]2CO)cc1	-20*
N#C[C@@H]1[C@H](c2ccc(C#CCC3CCCC3)cc2)[C@H](CO)N1C(=O)CN1CCOCC1	-0.23
Cc1cccc(-c2ccc([C@H]3[C@H]4CN(S(=O)(=O)c5ccccc5F)CCCCN4[C@H]3CO)cc2)c1	-1.6
COc1ccc2c3c([nH]c2c1)[C@H](CO)N(C(=O)c1ccccn1)CC31CCN(S(C)(=O)=O)CC1	-0.045
COc1ccc2c3c(n(C)c2c1)[C@@H](CO)N(C(=O)c1ccc(F)cc1)CC31CN(CC2CCOCC2)C1	-1.1
C[C@@H]1CN([C@H](C)CO)C(=O)c2cc(NS(=O)(=O)c3cn(C)cn3)ccc2O[C@@H]1CN(C)S(=O)(=O)c1ccc(F)cc1	0.72
CC(=O)N1CC2(C1)[C@H](c1ccccc1)[C@H](CO)N2C(=O)c1cnccn1	1.5
CC(C)[C@@H]1COCc2cnnn2CCC[C@@H](C)C(=O)N1	-0.25
CCC(=O)N1CC(=O)N2[C@H](C1)[C@@H](c1ccc(-c3ccc(C#N)cc3)cc1)[C@@H]2CO	-0.76
C/C=C/c1ccccc1[C@@H]1[C@H](C#N)N(C(=O)CN2CCOCC2)[C@H]1CO	0.15
OC[C@@H]1[C@@H](c2ccc(C#Cc3ccccc3F)cc2)[C@@H]2CN(Cc3cncnc3)CCCCN12	-6.3*
O=C(c1ccccc1F)N1CC(=O)N2[C@@H](CO)[C@H](c3ccc(-c4ccccc4)cc3)[C@@H]2C1	-1.2
CO[C@@H]1CN(C)C(=O)c2cc(NC(=O)Nc3cccc(Cl)c3)ccc2OC[C@H](C)N(C(=O)Nc2c(C)noc2C)C[C@@H]1C	0.72
CN(C)Cc1cn(CC[C@H]2CC[C@H](NC(=O)Cc3cccnc3)[C@H](CO)O2)nn1	0.39
COc1ccc(S(=O)(=O)N(C)C[C@H]2Oc3ccc(NC(=O)Nc4ccc(C(F)(F)F)cc4)cc3C(=O)N([C@@H](C)CO)C[C@@H]2C)cc1	1.2
CC(C)C#Cc1ccc([C@H]2[C@@H](CO)N(C(=O)C3CC3)[C@H]2CNC(=O)C2CC2)cc1	3.2
CCC(=O)N1CCCCN2[C@H](C1)[C@H](c1ccc(-c3ccc(F)cc3)cc1)[C@@H]2CO	1.5
N#C[C@H]1[C@H](c2ccc(C#CC3CCCCC3)cc2)[C@@H](CO)N1S(=O)(=O)c1ccccc1	4.4
O=C(Nc1cccc(F)c1)N1CC(=O)N2[C@H](CO)[C@H](c3ccc(C#Cc4cccnc4)cc3)[C@@H]2C1	0.38
C[C@@H]1CN([C@@H](C)CO)C(=O)c2c(c3ccccc3n2C)-c2ccccc2CO[C@H]1CN(C)C(=O)[C@H]1CCCN1C	0.46
N#C[C@@H]1[C@H](c2ccc(-c3cccc(F)c3)cc2)[C@H](CO)N1C(=O)NC1CCCC1	-0.99
O=C(C1CCC1)N1CC(=O)N2[C@H](CO)[C@@H](c3ccc(-c4ccccc4F)cc3)[C@H]2C1	2.4
CCCNC(=O)Nc1ccc2c(c1)OC[C@@H](C)N(Cc1cncnc1)C[C@H](C)[C@@H](OC)CN(C)C2=O	-0.19
FC(F)(F)c1cccc(CN2[C@@H]3CNC[C@H]2C3c2ccc(-c3ccncc3)cc2)c1 (some centres not stated)	3.9
COCC(=O)N1C[C@@H]2[C@H](c3ccccc31)[C@@H](CO)N2C(=O)c1ccccc1F	2.4
C/C=C/c1ccc([C@H]2[C@H]3CN(C(=O)Nc4cccc(OC)c4)CC(=O)N3[C@H]2CO)cc1	-0.016
Cc1ccccc1S(=O)(=O)N1CCCCN2[C@H](C1)[C@H](c1ccc(-c3cccc(F)c3)cc1)[C@@H]2CO	2.8
Cc1cccc(-c2ccccc2[C@@H]2[C@H](C#N)N(c3ncc(-c4ccccc4)s3)[C@H]2CO)c1	4
O=S(=O)(c1cccs1)N1CCCCN2[C@H](CO)[C@H](c3ccc(/C=C/c4ccccc4)cc3)[C@H]2C1	-0.77
CN(C)C(=O)C[C@@H]1CC[C@@H]2[C@H](COC[C@H](O)CN2S(=O)(=O)c2ccccc2Cl)O1	1.4
CO[C@H](CN(C)Cc1ccc2c(c1)OCO2)[C@H](C)CN(C(=O)Nc1ccc(F)cc1)[C@@H](C)CO	0.015
O=C(Nc1ccccc1)N1CC(=O)N2[C@H](C1)[C@H](c1ccc(-c3ccc(F)cc3)cc1)[C@@H]2CO	-0.23

Reprinted from above (13 entries):
SMILES	IDE exosite FP
C[C@@H]1CN([C@@H](C)CO)C(=O)c2c(c3ccccc3n2C)-c2ccccc2CO[C@H]1CN(C)C(=O)[C@H]1CCCN1C	0.46
N#C[C@@H]1[C@H](c2ccc(-c3cccc(F)c3)cc2)[C@H](CO)N1C(=O)NC1CCCC1	-0.99
O=C(C1CCC1)N1CC(=O)N2[C@H](CO)[C@@H](c3ccc(-c4ccccc4F)cc3)[C@H]2C1	2.4
CCCNC(=O)Nc1ccc2c(c1)OC[C@@H](C)N(Cc1cncnc1)C[C@H](C)[C@@H](OC)CN(C)C2=O	-0.19
FC(F)(F)c1cccc(CN2[C@@H]3CNC[C@H]2C3c2ccc(-c3ccncc3)cc2)c1 (some centres not stated)	3.9
COCC(=O)N1C[C@@H]2[C@H](c3ccccc31)[C@@H](CO)N2C(=O)c1ccccc1F	2.4
C/C=C/c1ccc([C@H]2[C@H]3CN(C(=O)Nc4cccc(OC)c4)CC(=O)N3[C@H]2CO)cc1	-0.016
Cc1ccccc1S(=O)(=O)N1CCCCN2[C@H](C1)[C@H](c1ccc(-c3cccc(F)c3)cc1)[C@@H]2CO	2.8
Cc1cccc(-c2ccccc2[C@@H]2[C@H](C#N)N(c3ncc(-c4ccccc4)s3)[C@H]2CO)c1	4
O=S(=O)(c1cccs1)N1CCCCN2[C@H](CO)[C@H](c3ccc(/C=C/c4ccccc4)cc3)[C@H]2C1	-0.77
CN(C)C(=O)C[C@@H]1CC[C@@H]2[C@H](COC[C@H](O)CN2S(=O)(=O)c2ccccc2Cl)O1	1.4
CO[C@H](CN(C)Cc1ccc2c(c1)OCO2)[C@H](C)CN(C(=O)Nc1ccc(F)cc1)[C@@H](C)CO	0.015
O=C(Nc1ccccc1)N1CC(=O)N2[C@H](C1)[C@H](c1ccc(-c3ccc(F)cc3)cc1)[C@@H]2CO	-0.23

Next section
SMILES	IDE exosite FP
COCC(=O)Nc1ccc2c(c1)C(=O)N(C)C[C@H](OC)[C@@H](C)CN(CCc1ccccc1)[C@@H](C)CO2	1.2
COc1cccc(-c2ccc([C@@H]3[C@H](CO)N4CCCCN(CC5CC5)C[C@@H]34)cc2)c1	-2.4
COc1ccc2c3c([nH]c2c1)[C@H](CO)N(C(=O)c1ccc(F)cc1)CC31CCN(S(=O)(=O)c2cccs2)CC1	-1
O=C1CN(S(=O)(=O)c2ccccc2)C[C@@H]2[C@H](c3ccc(Br)cc3)[C@@H](CO)N12	1.4
CN1C(=O)c2cc(NC(=O)NCc3ccccc3)ccc2OC[C@H]2O[C@H](CC(=O)NCC3CCCCC3)CC[C@@H]21	1.7
CCC(=O)NC[C@@H]1N[C@@H](CO)[C@H]1c1ccc(C2=CCCC2)cc1	6
O=C(NC1CCCCC1)N1CC(=O)N2[C@H](CO)[C@@H](c3ccc(-c4ccncc4)cc3)[C@H]2C1	-0.66
O=C(C1CCCC1)N1CC(=O)N2[C@H](CO)[C@@H](c3ccc(C#CC4CCCC4)cc3)[C@H]2C1	1.1
CCN(C[C@@H]1[C@@H](c2ccccc2)[C@H](CO)N1C(C)=O)C(=O)NC1CCCC1	-1.2
O=S(=O)(Cc1ccccc1)N1CCCCN2[C@@H](CO)[C@H](c3ccc(-c4cccnc4)cc3)[C@@H]2C1	2
COc1cccc(C#Cc2ccc([C@H]3[C@H](CO)N4C(=O)CN(C(=O)Cc5cccnc5)C[C@@H]34)cc2)c1	-4.1*
O=C(C1CCCCC1)N1CC(=O)N2[C@H](C1)[C@H](c1ccc(-c3ccccc3F)cc1)[C@@H]2CO	-0.71
CO[C@H]1CN(C)C(=O)c2cccc(C#N)c2OCC[C@H]2CC[C@@H](OC)[C@H](CN(C)C(=O)[C@H]1C)O2	0.87
C[C@@H]1CN([C@H](C)CO)C(=O)CCCn2nncc2CO[C@@H]1CN(C)C(=O)Nc1ccc2c(c1)OCCO2	-2
Cc1noc(C)c1S(=O)(=O)Nc1ccc2c(c1)C(=O)N([C@H](C)CO)C[C@@H](C)[C@@H](CN(C)Cc1ccc(C(=O)O)cc1)OCCCC[C@@H](C)O2	-0.11
CCCNC(=O)N1[C@@H](C#N)[C@@H](c2ccc(-c3cccnc3)cc2)[C@@H]1CO	1.5
O=C1C[C@H](c2ccccc2)C(=O)N[C@@H](c2ccccc2)C/C=C\C[C@H](c2ccccc2)N1	-0.051
N#C[C@@H]1[C@H](c2ccccc2C2=CCCC2)[C@@H](CO)N1C(=O)Cc1ccncc1	0.21
CC(C)C#Cc1ccc([C@@H]2[C@@H](CO)N3C(=O)CN(C(=O)Cc4cccnc4)C[C@@H]23)cc1	1.1
O=C1N[C@@H](Cc2ccccc2)COCc2cnnn2CC[C@@H]1Cc1ccc(-c2ccccc2)cc1	0.78
CCCC#Cc1ccc([C@@H]2[C@@H](CO)N3C(=O)CN(C(=O)Cc4cccnc4)C[C@@H]23)cc1	-1.6
COCC(=O)Nc1ccc2c(c1)C(=O)N(C)[C@H]1CC[C@@H](CC(=O)NCCCN(C)C)O[C@@H]1CO2	-0.53
C[C@@H]1CN([C@@H](C)CO)C(=O)c2cccc(NC(=O)Nc3ccc(C(F)(F)F)cc3)c2O[C@@H]1CN(C)S(=O)(=O)c1cn(C)cn1	0.75
COc1ccc2c3c([nH]c2c1)[C@H](CO)N(C)CC31CCN(S(=O)(=O)c2cn(C)cn2)CC1	-1.2
C/C=C/c1ccc(C2[C@H]3CNC[C@@H]2N3S(=O)(=O)c2ccc(Cl)cc2)cc1 (some centres not stated)	1
Cc1cc(C(=O)Nc2ccc3c(c2)C(=O)N(C)[C@@H]2CC[C@@H](CC(=O)O)O[C@@H]2CO3)no1	-1.6
Cc1noc(C)c1NC(=O)N(C)C[C@@H]1OCCCC[C@@H](C)Oc2ccc(NC(=O)Nc3ccc(C(F)(F)F)cc3)cc2C(=O)N([C@H](C)CO)C[C@@H]1C	1.2
CCC(=O)N1[C@H](C#N)[C@@H](c2ccccc2-c2ccccc2)[C@@H]1CO	0.86
COc1cccc(S(=O)(=O)N2CCCCN3[C@@H](CO)[C@@H](c4ccc(C5=CCCCC5)cc4)[C@@H]3C2)c1	3
COc1ccc2c3c(n(C)c2c1)[C@@H](CO)N(CC1CCOCC1)CC31CN(Cc2nccs2)C1	-2.1
COc1cccc(S(=O)(=O)Nc2ccc3c(c2)[C@H]2C[C@@H](CC(=O)NC4CCCCC4)O[C@@H](CO)[C@H]2O3)c1	0.93
CC(=O)N1[C@H](CO)[C@H](c2ccccc2)[C@@H]1CN(C(=O)c1ccccc1F)C(C)C	-0.73
O=C(Nc1cc(F)ccc1F)N1CC(=O)N2[C@H](CO)[C@@H](c3ccc(C#CC4CCCCC4)cc3)[C@H]2C1	2.5
CN1CCN(C(=O)C[C@H]2CC[C@@H]3[C@H](COc4ccc(NC(=O)C5CCOCC5)cc4C(=O)N3C)O2)CC1	-0.56
COc1ccccc1NC(=O)N1C[C@@H](C)[C@H](OC)CN(C)C(=O)c2cc(NC(=O)c3cnccn3)ccc2OC[C@H]1C	0.55
CS(=O)(=O)N1CC(=O)N2[C@@H](CO)[C@H](c3ccc(C#CCc4ccccc4)cc3)[C@@H]2C1	3.2
COc1ccc2c3c(n(C)c2c1)[C@@H](CO)N(C(=O)Nc1ccccc1F)CC31CN(C(=O)c2ccccc2F)C1	1.2
COc1ccccc1-c1ccc2c(c1)O[C@H](CN(C)CC1CCOCC1)[C@H](C)CN([C@H](C)CO)S2(=O)=O	-1.3
C/C=C/c1ccc(C2[C@H]3CNC[C@@H]2N3S(=O)(=O)c2c(C)noc2C)cc1 (some centres not stated)	1.2
CO[C@@H]1CN(C)C(=O)c2ccc(NC(=O)C3CC3)cc2OC[C@H](C)N(C(C)=O)C[C@H]1C	-0.014
CC(C)NC(=O)Nc1ccc2c(c1)C(=O)N(C)[C@H]1CC[C@H](CC(=O)NCc3ccc(F)cc3)O[C@@H]1CO2	0.77
O=C(C1CCOCC1)N1CC2(C1)[C@@H](c1ccccc1)[C@H](CO)N2Cc1ccccc1F	0.82
O=C(Cc1ccccn1)N1CC(=O)N2[C@H](CO)[C@@H](c3ccc(C#CC4CC4)cc3)[C@H]2C1	3.5
CCS(=O)(=O)Nc1ccc2c(c1)C(=O)N(C)[C@@H]1CC[C@@H](CC(=O)NCCCN3CCOCC3)O[C@H]1CO2	-0.59
CCCC(O)C#Cc1cnc2c(c1)C(=O)N([C@H](C)CO)C[C@H](C)[C@H](CN(C)S(=O)(=O)c1ccc(C#N)cc1)O2 (some centres not stated)	-1.2
O=C(CN1CCOCC1)N[C@@H]1CC[C@@H](CCn2cc(C3CC3)nn2)O[C@@H]1CO	-0.96
OC[C@H]1[C@@H](c2ccccc2)C2(CN(Cc3nccs3)C2)N1CC1CCOCC1	1.4
CCC(=O)N1CCCCN2[C@H](C1)[C@@H](c1ccc(C#CCOC)cc1)[C@@H]2CO	0.46
CCC(=O)N1[C@H](CNC(=O)COC)[C@@H](c2ccc(-c3ccccc3)cc2)[C@@H]1CO	-3.5*
N#C[C@@H]1[C@H](c2ccccc2-c2ccccc2F)[C@H](CO)N1C(=O)c1cccc(F)c1	0.18
O=C(NC1Cc2ccccc2C1)[C@@H]1[C@@H](CO)[C@@H]2Cn3c(cccc3=O)[C@@H]2N1C(=O)c1cnccn1	0.39
COc1ccc(S(=O)(=O)N2CCCCN3[C@@H](CO)[C@H](c4ccc(C#CCC(C)C)cc4)[C@@H]3C2)cc1	6.3

These rows are one share of the data; count on the stated rates, not on these rows.
